Assay outcomes deposited in PubChem by National Center for Advancing Translational Sciences (NCATS).
RGS12 GoLoco inh: qHTS Assay for Inhibitors of RGS12 GoLoco Motif Activity (Red Fluorophore); 0.44% of 230,000 active; Gai1:RGS12 GoLoco peptide FP, rhodamine, 10 min; Guanine nucleotide-binding protein G(i) subunit alpha-1 (Homo sapiens), P63096; Potency, µM (top dose mostly 61.6 µM), for inactives: at the top dose activity, negative = inhibition, actives largely listed as inhibitors; AID 880, 2007; active = well fitted inhibition curve with a large enough effect, not every such curve was filed as active; inactive = no such curve, though single readings can be large or run the other way; also: % is scaled to controls: 0 for no effect and ±100 for the full control effect; nearly all actives have a fitted effect of over 30% in size; many of its hits are not listed in these tables
Target sequence (P63096 whole entry, looked up): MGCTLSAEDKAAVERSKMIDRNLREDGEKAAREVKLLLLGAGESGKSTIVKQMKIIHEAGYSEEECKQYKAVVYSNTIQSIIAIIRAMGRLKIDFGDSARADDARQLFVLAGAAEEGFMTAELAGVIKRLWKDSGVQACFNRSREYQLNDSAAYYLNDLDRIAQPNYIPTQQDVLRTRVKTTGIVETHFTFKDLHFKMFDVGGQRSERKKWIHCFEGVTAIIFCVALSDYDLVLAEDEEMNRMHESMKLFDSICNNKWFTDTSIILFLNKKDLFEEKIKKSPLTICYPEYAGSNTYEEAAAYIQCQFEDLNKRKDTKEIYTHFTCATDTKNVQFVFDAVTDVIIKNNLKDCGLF
KDM4E inh: qHTS Assay for Inhibitors of Human Jumonji Domain Containing 2E (JMJD2E); Lysine-specific demethylase 4E (Homo sapiens), B2RXH2; JMJD2E catalytic domain, FDH-coupled NADH fluorescence (FDH is formaldehyde dehydrogenase); Potency, µM (top dose mostly 57.1 µM), for the others: at the top dose activity change, negative = inhibition, actives largely listed as inhibitors; 1.6% of 230,000 active; AID 2147, 2009; active = well fitted inhibition curve with a large enough effect, not every such curve was filed as active; inconclusive = small, poorly fitted or top-dose-only effect, or another doubt; inactive = no such curve, though single readings can be large or run the other way;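 also: 0% = wells with enzyme and -100% = buffer wells without enzyme; nearly all actives have a fitted effect of over 50% in size; many of its hits are not listed in these tables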
Target sequence (B2RXH2 1-337 limits assumed): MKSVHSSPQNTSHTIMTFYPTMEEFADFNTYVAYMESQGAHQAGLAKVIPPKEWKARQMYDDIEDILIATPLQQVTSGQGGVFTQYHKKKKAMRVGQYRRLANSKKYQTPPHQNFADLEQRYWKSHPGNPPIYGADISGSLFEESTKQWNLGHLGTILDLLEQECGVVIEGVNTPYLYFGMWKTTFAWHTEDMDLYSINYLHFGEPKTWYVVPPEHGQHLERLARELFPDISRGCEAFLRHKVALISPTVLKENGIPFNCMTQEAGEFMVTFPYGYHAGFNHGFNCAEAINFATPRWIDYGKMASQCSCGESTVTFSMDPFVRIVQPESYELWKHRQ
SMN2 splice enh: qHTS Assay for Enhancers of SMN2 Splice Variant Expression; AID 1458, 2008; HEK293 SMN2-luciferase splicing reporter, luminescence, 30-36 h; 2.8% of 210,000 active; Potency, µM (top dose mostly 46.1 µM), inactives show at the top dose activity change, positive = activation, actives largely listed as activators; also: % of control where 0% means no effect; nearly all actives have a fitted effect of over 55% in size
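HEK293 cells carry an SMN2 […]–luciferase reporter in which exon 7 inclusion puts luciferase in frame. Cells were plated 10-12 h before compound addition, then incubated 30-36 h at 37C. ONE-Glo luminescence was read; sodium butyrate at 4.5 mM final served as control.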
IMPase Li cell: qHTS Assay for Identifying the Cell-Membrane Permeable IMPase Inhibitors: Potentiation with Lithium; CHO-M1 cells, IP1 TR-FRET (IP-One), carbachol + lithium; Potency, µM (top dose mostly 59.4 µM), for the others: at the highest dose activity, negative = IMPase inhibition, hits mostly inhibitors; 0.35% of 210,000 active;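 also: IP1 builds up when IMPase is blocked and the TR-FRET signal falls; plate controls were basal vehicle for no effect and high inhibitor control for full effect; nearly all actives have a fitted effect of over 50% in size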
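Concentration–response in CHO-M1 cells, lithium-potentiated; 30 min at 37C. IP1 detected by competitive TR-FRET after 10 min lysis at RT. Hill-fitted AC50.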
Epigenetic derep: Quantitative High-Throughput Screen for Regulators of Epigenetic Control; murine LDR cells, GFP reporter derepression, 30 h; AID 1865, 2009; Potency, µM (titrated, usually from 53.9 µM), inactives show top-dose GFP activation, actives largely listed as activators; 0.2% of 280,000 active; also: % of control where 0% means no effect; nearly all actives have a fitted effect of over 60% in size
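GFP-positive cell count by laser-scanning cytometry (objects 20–120 um) after 30 h, 37 C compound exposure of murine LDR cells; reporter is CMV-GFP integrated at a silenced locus, inducible by HDAC or DNMT inhibitors.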
KinaseGlo FLuc: Counterscreen for Luciferase (Kinase-Glo TM) Inhibition; AID 1379, 2008; Luciferin 4-monooxygenase (Photuris pensylvanica), Q27757; Potency, µM (top dose mostly 38.3 µM), for the others: at the highest dose activity change, negative = inhibition, most hits filed as inhibitors; 0.28% of 200,000 active; Kinase-Glo luciferase, ATP luminescence, 8 min; also: % is scaled to controls: 0 for no effect and ±100 for the full control effect; nearly all actives have a fitted effect of over 60% in size
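Inhibition of Kinase-Glo luciferase light generation was assessed at 10 uM ATP in pH 7.2 imidazole buffer, with luminescence measured after eight minutes at ambient temperature.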
RECQ1 helicase: qHTS Assay for Inhibitors of RecQ-Like Dna Helicase 1 (RECQ1); RECQ1 DNA unwinding, red fluorescence kinetic read; ATP-dependent DNA helicase Q1 (Homo sapiens), P46063; 0.54% of 240,000 active; Potency, µM (titrated, usually from 57.3 µM), without a hit: at the highest dose activity, negative = inhibition, most hits filed as inhibitors;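 also: plate controls were vehicle for no effect and no enzyme for full effect; nearly all actives have a fitted effect of over 30% in size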
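50 nM RECQ1T1 preincubated 15 min with compound in Tris pH 8.0 buffer with MgCl2, DTT, Tween-20 and 2.5 ug/ml poly(dI-dC); started with 200 nM TAMRA/BHQ-2 forked duplex and 2 mM ATP. Unwinding read as fluorescence (525/598 nm), two reads 2 h apart.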
NPSR antagonist: qHTS Assay for Antagonists of the Neuropeptide S Receptor: cAMP Signal Transduction. Q6W5P4. AID 1461, 2008. 1% of 220,000 active. CHO-NPSR cells, cAMP TR-FRET, antagonist mode. Potency, µM (highest dose often 38.3 µM), without a hit: at the highest dose activity change, negative = inhibition, actives largely listed as inhibitors; also: % is scaled to controls: 0 for no effect and ±100 for the full control effect; nearly all actives have a fitted effect of over 50% in size; many of its hits are not listed in these tables
Target sequence (Q6W5P4 whole entry, looked up): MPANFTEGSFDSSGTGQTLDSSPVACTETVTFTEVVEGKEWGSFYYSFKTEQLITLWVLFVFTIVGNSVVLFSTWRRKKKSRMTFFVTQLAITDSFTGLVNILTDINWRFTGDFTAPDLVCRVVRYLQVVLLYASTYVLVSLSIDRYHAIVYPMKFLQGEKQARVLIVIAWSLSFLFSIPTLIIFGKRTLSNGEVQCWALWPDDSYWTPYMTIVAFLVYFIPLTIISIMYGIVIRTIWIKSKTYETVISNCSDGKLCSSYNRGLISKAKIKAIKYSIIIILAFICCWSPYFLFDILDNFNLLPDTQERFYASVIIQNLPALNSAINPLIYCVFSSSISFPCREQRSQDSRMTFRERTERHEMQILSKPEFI
* = called active by the depositor; i = inactive; ? = inconclusive; / = no result given; & = joins results of further samples; [ ] = another dose, or the depositor's remark. Unless noted, calls follow the shape of the dose curve; as a rule, active = well fitted curve in the direction sought with a large enough effect; inconclusive = small, poorly fitted or top-dose-only effect, or another doubt; inactive = no such curve, though single readings can be large; an effect the other way counts as inactive or inconclusive. Potency is read from the fitted curve at half-maximal effect. Only part of the results is shown, so the mix of outcomes need not match the whole.

Each structure is followed by: IMPase Li cell	RECQ1 helicase	SMN2 splice enh	RGS12 GoLoco inh	KDM4E inh	KinaseGlo FLuc	NPSR antagonist	Epigenetic derep
- CCN(Cc1ccccc1)S(=O)(=O)c1ccc(S(=O)(=O)N(Cc2cccc(OC)c2)CC2CCCO2)cc1 (stereo unspecified)
 : 23.5%[38.3 µM]	-6.9%	-26.8%	-1.5%	-4.6%	0.1%	-10.3%[46.1 µM]	-6.9%
- C=CCNC(=O)c1onc(CSc2cccc(C)c2)c1C(=O)O
 : -7.3%[38.3 µM]	-3.7%	10.0%	10.6%	-6.9%	1.7%	1.9%[46.1 µM]	-0.2%
- CN(Cc1ccc2nonc2c1)Cc1nc(CC2CC2)no1
 : 7.6%	-2.8%	/	4.1%	-6.7%	1.8%	3.9%	0.5%
- Cc1cc(NC(=O)CSc2nc3cc4c(cc3c(=O)n2CCc2ccccc2)OCO4)no1
 : 25.3%[38.3 µM]	1.2%	7.9%	1.1%	0.2%	0.2%	-7.7%[46.1 µM]	0.0%
- Cc1cccc(N2CCN(C(=O)c3ccncc3)CC2C)c1 (stereo unspecified)
 : 15.4%[38.3 µM]	-9.2%	46.0%	-11.4%	5.2%	5.2%	3.7%[46.1 µM]	-1.0%
- O=C(c1noc2c1CCCC2)N1CCCCC1
 : 15.8%[38.3 µM]	0.3%	2.4%	0.1%	-0.9%	1.5%	5.1%[46.1 µM]	1.7%
- Cc1onc(-c2ccccc2Cl)c1C(=O)Nc1ccccc1
 : 9.5%	-1.7%	-17.6%	3.3%	11.4%	-2.4%	-4.3%[46.1 µM]	1.2%
- CCN1CCc2c(sc(NC(=S)NC(=O)c3ccco3)c2C(N)=O)C1
 : /	7.2%	/	21.9%	?	/	30.7%	-1.3%
- CCCc1nn(C)c(C(=O)Nc2ccc(C)c(C)c2)c1Cl
 : 4.4%	-0.1%	6.31µM*	-2.6%	-4.8%	1.7%	-5.7%	0.0%
- Cc1ccc(Cn2cccc(NC(=O)NCc3ccccc3)c2=O)cc1
 : -13.1%[38.3 µM]	-6.9%	-20.5%	11.6%	?	0.2%	-10.4%[46.1 µM]	0.0%
- CC1CCCN(c2ccc(C(=O)OCn3nnc4ccccc4c3=O)cc2[N+](=O)[O-])C1 (stereo unspecified)
 : 3.9%	2.4%	-2.1%	-0.6%	-7.8%	5.1%	-6.6%	0.0%
- CNC(=O)c1cc2c(ccc3ccccc32)o1
 : -7.1%	2.9%	29.4%	10.2%	?	0.2%	16.2%	-0.1%
- NC12CC3CC(C1)CC(CO)(C3)O2
 : -5.0%[38.3 µM]	i	-11.2%	2.5%	0.7%	11.0%	-11.4%[46.1 µM]	-2.5%
- Cc1ccc(-c2nn(-c3ccccc3)cc2C=C2C(=O)CC(C)(C)CC2=O)cc1
 : -6.5%[38.3 µM]	11.3%	-16.1%	18.8%	?	1.6%	-5.2%[46.1 µM]	?
- CCCNS(=O)(=O)c1ccc(CCC(=O)Nc2ccc3c(c2)OCO3)cc1
 : -10.2%[38.3 µM]	-2.4%	-3.9%	0.9%	2.0%	-5.4%	-15.2%[46.1 µM]	-4.6%

Following part.
Each structure is followed by: IMPase Li cell	RECQ1 helicase	SMN2 splice enh	RGS12 GoLoco inh	KDM4E inh	KinaseGlo FLuc	NPSR antagonist	Epigenetic derep
- O=C(CNS(=O)(=O)c1ccccc1F)Nc1ccc(N2CCOCC2)cc1
 : 37.0%[activator][38.3 µM]	i	-0.4%	3.8%	-0.5%	-3.2%	-2.9%[46.1 µM]	2.6%
- COc1ccc(N(CC(=O)NCc2ccccc2)C(=O)Cn2nnc(-c3ccccc3F)n2)cc1OC
 : 3.7%	-4.8%	/	-0.4%	-9.7%	3.2%	10.9%	2.5%
- Cc1ccc(NC(=O)COC(=O)c2ccnn2C)cc1
 : 13.0%[38.3 µM]	-4.7%	26.4%	-20.5%	0.0%	-1.1%	-10.2%[46.1 µM]	-0.1%
- O=C(O)c1ccc(N/N=C/c2cc3ccccc3nc2Cl)cc1
 : /	-5.3%	/	-1.2%	?	/	-35.2%	-0.2%
- Cc1nnc(NC(=O)C2CCCCC2)s1
 : 21.1%[38.3 µM]	-3.8%	?	4.5%	4.4%	-0.5%	-9.1%[46.1 µM]	2.4%
- CCn1c(SCC(=O)Nc2nc3ccc(OC)cc3s2)nc2c1c(=O)n(C)c(=O)n2C
 : 2.6%[38.3 µM]	-3.3%	-13.6%	46.6%[activator]	0.0%	-2.5%	?	0.7%
- COc1ccc(CCCc2n[nH]c(=S)o2)cc1C
 : 1.2%	?	1.7%	-3.0%	-18.1%	10.0%	-18.4%	0.0%
- Oc1c(Cl)cc(Cl)c2c1NCCC2
 : -2.9%	-7.6%	-1.8%	-11.3%	?	4.1%	3.1%[46.1 µM]	-0.9%
- COc1ccc(NC(=S)c2ccccc2)cc1
 : 6.8%	-7.2%	14.1µM*	13.2%	6.3%	-2.8%	2.1%	-0.9%
- CCSc1nc(C)c(CC)c(C)c1C(N)=O
 : 27.6%[38.3 µM]	-0.1%	14.4%	-25.6%	3.0%	0.6%	-0.4%[46.1 µM]	0.9%
- CN1CCN(C(=S)C(=O)NCc2ccccc2)CC1
 : -0.5%	i	2.3%	2.6%	0.2%	3.4%	4.9%	-2.6%
- CC1(C)Cn2c(nnc2-c2ccccc2)S1
 : 12.1%[38.3 µM]	-0.4%	1.3%	0.4%	3.9%	-4.1%	1.9%[46.1 µM]	-0.9%
- COc1cc(NC(=O)Cn2nc(Cc3cccnc3)c3ccccc3c2=O)cc(OC)c1OC
 : -1.2%[38.3 µM]	-16.8%	2.2%&12.6%	8.2%	1.7%	0.0%	-2.6%[46.1 µM]	-0.8%&4.1%
- O=C(NC(NC(=S)Nc1ccccc1C(=O)O)C(Cl)(Cl)Cl)c1ccccc1 (stereo unspecified)
 : -1.2%	i	-8.3%	2.3%	?	-0.9%	-8.5%	-1.4%
- CCCCNC(=O)NNc1nc(Cl)cc(C)c1C#N
 : 8.8%	i	-18.7%	4.7%	3.3%	0.3%	6.2%	2.6%

Quoted from the listing.
`CN1CCN(C(=S)C(=O)NCc2ccccc2)CC1` in KinaseGlo FLuc → 3.4%
`Cc1ccc(NC(=O)COC(=O)c2ccnn2C)cc1` in NPSR antagonist → -10.2%[46.1 µM]

Continued:
Each structure is followed by: IMPase Li cell	RECQ1 helicase	SMN2 splice enh	RGS12 GoLoco inh	KDM4E inh	KinaseGlo FLuc	NPSR antagonist	Epigenetic derep
- CCOC(=O)C1CCN(S(=O)(=O)c2ccc(Br)c(OCC)c2)CC1
 : 26.1%[38.3 µM]	-0.5%	-1.4%	10.0%	-0.1%	-1.3%	-16.5%[46.1 µM]	-2.1%
- O=C(CSCC(=O)N1CCOCC1)Nc1ccccc1
 : /	i	/	/	7.5%	/	-0.5%[46.1 µM]	-1.1%
- Cc1nc2ccc(NC(=O)c3nn(C(C)C)c(=O)c4ccccc34)cc2s1
 : 4.7%	-4.2%	14.1%	-6.5%	5.5%	0.6%	-14.0%[46.1 µM]	1.0%
- Cc1ccc(C(=O)C2C(c3cccs3)NC(=O)NC2(O)C(F)(F)F)cc1 (stereo unspecified)
 : 19.9%[38.3 µM]	-12.7%	-6.6%	-8.0%	-7.2%	4.1%	-11.3%[46.1 µM]	-1.6%
- CC(C)Oc1ccc(C(=O)NCC(=O)O)cc1
 : /	-4.1%	/	4.6%	0.3%	/	9.9%	0.1%
- [O-][n+]1cccc2c(Br)cc(Br)c(O)c21
 : -1.0%	-10.3%	-20.5%	2.3%	-26.4%	-0.8%	-1.3%	6.1%
- CCS(=O)(=O)c1ccc2oc(Nc3ccccc3Br)nc2c1
 : /	-1.7%	/	-5.6%	2.3%	/	30.5%	12.6%
- CCn1c(C(C)NC(=O)Cc2ccccc2)nc2ccccc21 (stereo unspecified)
 : -9.7%[38.3 µM]	-5.0%	-10.3%	6.5%	3.4%	-7.6%	5.1%[46.1 µM]	0.0%
- Cn1ncc(Cl)c(Oc2ccc(Cl)cc2)c1=O
 : -7.4%	1.6%	-6.8%	-3.9%	0.3%	1.6%	5.8%	-2.2%
- COCCNC(=O)C(c1cccc(OC)c1)N(C(=O)Cn1nnc2ccccc21)c1cccnc1 (stereo unspecified)
 : 18.0%[38.3 µM]	i	3.6%	7.5%	4.8%	2.1%	12.1%[46.1 µM]	-0.3%
- Cc1ccc(N(CC(=O)Nc2ccc(-c3nc4ccc(C)cc4s3)cc2)S(C)(=O)=O)cc1
 : 12.6µM*	-8.7%	36.9%	31.4%[activator]	?	-7.4%	?	-2.1%
- COc1ccccc1-c1nnc2sc(COc3ccc(F)cc3)nn12
 : 6.7%[38.3 µM]	-12.3%	-17.2%	-0.7%	-6.4%	0.1%	-19.1%[46.1 µM]	0.8%
- COCC(C)n1c(C)cc(C(=O)Cn2nc(C(=O)O)c3ccccc3c2=O)c1C (stereo unspecified)
 : 4.5%	-1.1%	2.4%	-3.5%	3.2%	0.7%	5.0%	13.1%
- C=CCn1cc(C(=O)NCc2ccc3c(c2)OCO3)c(=O)c2cc(S(=O)(=O)N(CC)CC)ccc21
 : -11.1%	-8.2%	-7.6%	27.9%	-0.1%	5.1%	-23.2%	-2.1%
- CCCCSc1nnc(CCCCCNC(=O)OC(C)(C)C)o1
 : -1.5%[38.3 µM]	-2.6%	-26.0%	-10.3%	3.5%	-2.6%	-18.9%[46.1 µM]	0.0%
- CC(C)CNC(=O)c1c(F)c(F)c(F)c(F)c1F
 : 2.5%	31.2%	/	3.8%	5.6%	1.2%	0.3%	3.2%
- O=C(Nc1ccc(OC(=O)c2cccs2)cc1)c1ccco1
 : 2.5%[38.3 µM]	-20.3%	19.0%	2.1%	-5.9%	?	-14.8%[46.1 µM]	-1.1%
- CCOP(=O)(OCC)/C(C#N)=C/c1c[nH]c2ccccc12
 : /	-14.8%	/	8.9%	4.9%	/	6.5%	3.1%
